PriA SSB inh = inhibitors of Klebsiella pneumoniae PriA binding to SSB C-terminal tail, primary screen, biochemical, AlphaScreen | AID 1272365, 2023 | inhibition, % at 33 µM | 430,000 compounds, 0.6% hits | AlphaScreen SSBct-PriA binding, biotinylated peptide | PriA–SSB C-terminal tail interaction (Klebsiella pneumoniae); in the data active means inhibition mostly above about 37%, no sharp cut-off; inactive means mostly below about 20%;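 further: plate controls were negative control peptide for no effect and reference peptide for full effect; strong numbers were not always called active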
Vc quorum ag = inducers of Vibrio cholerae quorum light production without autoinducers, primary screen, BH1578 luxS cqsA deficient, single point. V. cholerae BH1578 lux reporter, luminescence, 6 h. activation, % at 18.7 µM. 350,000 compounds, 0.16% hits; in the data active means activation mostly above about 9.7%, no sharp cut-off; further: not every result past the cut was called active; inactives centre near 0; reference of the scale not given here
VHR inh abs = VHR1 phosphatase inhibitors, primary screen, biochemical, absorbance, uHTS; Dual specificity protein phosphatase 3 (Homo sapiens), P51452; inhibition, % at 13.3 µM; recombinant VHR phosphatase, pNPP absorbance; 290,000 compounds, 0.52% hits; AID 1654, 2009; in the data active means inhibition above about 50%; further: some compounds called inactive have numbers as strong as hits
Yp Topo-I inh = Yersinia pestis topoisomerase I inhibitors, primary screen, biochemical, cleavage product accumulation, plate reader, single point; activity, % at 10 µM; AID 504884, 2011; Y. pestis Topo-I cleavage product accumulation; DNA topoisomerase I (Yersinia pestis CO92); 360,000 compounds, 0.064% hits; in the data active means activity above about 50%, passing the limit was not always enough; further: inactives centre near 2
SARS 3CLpro inh = SARS-CoV 3CLpro protease inhibitors, primary screen, biochemical, quenched FRET. Replicase polyprotein 1ab (Severe acute respiratory syndrome coronavirus), P0C6X7. recombinant SARS-CoV 3CLpro, quenched FRET peptide cleavage. inhibition, % at 6 µM. 290,000 compounds, 0.14% hits; in the data active means inhibition above about 12%
PrPC TRFRET = inhibitors of human cell surface prion protein PrPC, primary screen, cell-based, TR-FRET | TR-FRET read-out | inhibition, % at 13.8 µM | 370,000 compounds, 0.43% hits; in the data active means inhibition above about 24%; further: 0% = median of the test wells and 100% = reference compound wells
Rv3671c protease = Rv3671c serine protease inhibitors, primary screen, biochemical, fluorescence polarization, M. tuberculosis H37Rv; P9WHR9; inhibition, % at 5.96 µM; 320,000 compounds, 0.048% hits; in the data active means inhibition above about 38%;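 further: extracellular domain of Rv3671c used as enzyme; 0% = enzyme with DMSO and 100% = no enzyme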
MazEF act = activators of E. coli MazEF toxin-antitoxin RNase, primary screen, biochemical, fluorescence, uHTS; FAM/BHQ RNA-DNA oligo cleavage fluorescence, 5 h; activation, % at 20 µM; 350,000 compounds, 0.32% hits; AID 504720, 2011; in the data active means activation above about 50%
CCHFV vOTU inh = CCHFV vOTU protease inhibitors, primary screen, biochemical, Pep-AMC substrate, fluorescence; 370,000 compounds, 0.55% hits; inhibition, % at 11.5 µM; Crimean-Congo hemorrhagic fever virus L polyprotein viral ovarian tumor (vOTU) protease …; AID 651958, 2012; in the data active means inhibition above about 30%; further: 0% = vehicle wells with enzyme and 100% = no enzyme wells
TcdB GH inh = TcdB glycohydrolase inhibitors, primary screen, biochemical, single point, plate reader; inhibition, % at 9.99 µM; 350,000 compounds, 0.24% hits; TcdB glycohydrolase enzymatic assay; Toxin B (Clostridioides difficile), P18177; in the data active means inhibition above about 10%
Target sequence (P18177 whole entry, looked up): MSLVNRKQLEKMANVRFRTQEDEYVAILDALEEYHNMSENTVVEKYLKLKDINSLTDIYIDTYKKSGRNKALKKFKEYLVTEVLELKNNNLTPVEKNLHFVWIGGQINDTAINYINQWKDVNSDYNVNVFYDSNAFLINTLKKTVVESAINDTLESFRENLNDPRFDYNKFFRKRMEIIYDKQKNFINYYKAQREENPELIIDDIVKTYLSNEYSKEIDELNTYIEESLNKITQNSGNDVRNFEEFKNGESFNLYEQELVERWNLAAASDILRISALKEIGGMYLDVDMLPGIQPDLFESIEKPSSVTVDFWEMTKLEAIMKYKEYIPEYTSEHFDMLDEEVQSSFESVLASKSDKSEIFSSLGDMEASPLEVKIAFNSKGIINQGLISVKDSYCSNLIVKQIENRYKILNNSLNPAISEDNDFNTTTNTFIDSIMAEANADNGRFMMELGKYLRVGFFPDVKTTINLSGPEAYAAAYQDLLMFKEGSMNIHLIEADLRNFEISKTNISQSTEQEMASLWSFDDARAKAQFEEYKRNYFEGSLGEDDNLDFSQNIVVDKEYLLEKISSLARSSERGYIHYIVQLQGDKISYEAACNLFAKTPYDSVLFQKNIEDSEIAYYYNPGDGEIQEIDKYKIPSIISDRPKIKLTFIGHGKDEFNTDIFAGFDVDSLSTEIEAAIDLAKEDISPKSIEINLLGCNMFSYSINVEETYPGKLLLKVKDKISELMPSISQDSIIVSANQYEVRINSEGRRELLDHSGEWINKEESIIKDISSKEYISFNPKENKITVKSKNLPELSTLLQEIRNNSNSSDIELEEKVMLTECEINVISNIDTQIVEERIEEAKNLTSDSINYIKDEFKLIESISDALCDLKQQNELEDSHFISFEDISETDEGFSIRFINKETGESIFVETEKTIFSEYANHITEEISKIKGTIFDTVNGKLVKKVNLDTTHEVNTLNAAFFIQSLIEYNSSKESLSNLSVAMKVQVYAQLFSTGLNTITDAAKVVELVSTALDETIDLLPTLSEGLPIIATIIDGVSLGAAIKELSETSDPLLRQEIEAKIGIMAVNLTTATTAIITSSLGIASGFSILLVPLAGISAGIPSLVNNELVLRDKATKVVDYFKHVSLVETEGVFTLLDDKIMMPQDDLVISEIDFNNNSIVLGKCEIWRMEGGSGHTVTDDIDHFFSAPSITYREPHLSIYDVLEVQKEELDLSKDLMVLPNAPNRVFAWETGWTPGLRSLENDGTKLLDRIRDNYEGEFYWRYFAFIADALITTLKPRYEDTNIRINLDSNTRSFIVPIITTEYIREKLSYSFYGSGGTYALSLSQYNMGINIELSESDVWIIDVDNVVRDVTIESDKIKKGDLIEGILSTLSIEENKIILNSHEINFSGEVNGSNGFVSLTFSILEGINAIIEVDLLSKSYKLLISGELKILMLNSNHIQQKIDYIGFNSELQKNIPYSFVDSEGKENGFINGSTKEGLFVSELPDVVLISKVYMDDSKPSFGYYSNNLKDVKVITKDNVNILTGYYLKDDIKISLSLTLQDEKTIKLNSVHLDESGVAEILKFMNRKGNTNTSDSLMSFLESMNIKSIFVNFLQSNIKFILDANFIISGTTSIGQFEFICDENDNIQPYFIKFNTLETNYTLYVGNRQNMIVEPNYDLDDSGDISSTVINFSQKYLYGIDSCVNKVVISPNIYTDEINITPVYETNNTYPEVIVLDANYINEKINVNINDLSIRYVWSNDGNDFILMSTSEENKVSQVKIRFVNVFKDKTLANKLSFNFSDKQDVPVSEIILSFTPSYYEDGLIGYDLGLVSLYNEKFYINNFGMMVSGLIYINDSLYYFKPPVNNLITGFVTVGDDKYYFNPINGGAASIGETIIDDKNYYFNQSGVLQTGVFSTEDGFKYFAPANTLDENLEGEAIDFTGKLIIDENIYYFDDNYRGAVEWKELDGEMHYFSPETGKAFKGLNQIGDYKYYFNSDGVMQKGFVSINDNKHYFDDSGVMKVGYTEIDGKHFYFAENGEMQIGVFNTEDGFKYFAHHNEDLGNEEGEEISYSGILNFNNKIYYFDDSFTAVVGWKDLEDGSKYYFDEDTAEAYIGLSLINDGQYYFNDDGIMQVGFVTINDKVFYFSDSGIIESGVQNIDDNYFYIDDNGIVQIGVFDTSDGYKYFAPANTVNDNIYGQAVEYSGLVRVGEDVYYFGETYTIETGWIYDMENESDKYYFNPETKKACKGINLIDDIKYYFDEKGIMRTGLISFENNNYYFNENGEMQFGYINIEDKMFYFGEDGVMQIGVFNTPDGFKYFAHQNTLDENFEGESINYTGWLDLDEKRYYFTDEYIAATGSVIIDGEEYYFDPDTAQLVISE
Starred values were filed as active, the others as inactive; i = inactive; x = not tested or not shown; & = joins results of further samples.

SMILES	PriA SSB inh	Vc quorum ag	VHR inh abs	Yp Topo-I inh	SARS 3CLpro inh	PrPC TRFRET	Rv3671c protease	MazEF act	CCHFV vOTU inh	TcdB GH inh
COc1ccc(CC(=O)Nc2cc(S(=O)(=O)N3CCCCC3)ccc2C)cc1	-9	-1.7	x	13	x	16	x	-5	8	-0.5
Cc1cc(C)cc(N2C(=O)N(c3ccccc3C)C3CS(=O)(=O)CC32)c1 (stereo unspecified)	3	6.7	11	2	6	-8	0	3	-8	x
COc1c(Cl)cc(C(=O)NCc2ccco2)cc1Cl	-4	-0.6	0	4	0	0	7	7	-4	-0.2
CCOC(=O)c1cccc(NC(=O)c2ccccc2C)c1	-9	-0.2	-16	9	3	-5	0	13	7	1.0
Cc1nc(SCC(=O)Nc2ccc3c(c2)OCCO3)nc(C)c1C	-7	0.1	23	-3	-1	-4	6	-18	-14	2.0
COc1ccc(C(=O)OCC(=O)Nc2cccc(C(C)=O)c2)cc1OC	11	-0.3	-8	-6	2	2	17	10	-9	0.3
COc1ccc(Nc2nc(-c3ccccc3)cs2)cc1	-10	1.4	43	-7	2	-5	3	-2	-2	x
COc1ccc(C(=O)O)cc1NC(=S)NC(=O)/C=C/c1ccc(C(C)C)cc1	15	i	x	5	6	-2	-21	6	17	0.2
CC(OC(=O)CNC(=O)C12CC3CC(CC(C3)C1)C2)C(=O)Nc1ncc(Cl)cc1Cl (stereo unspecified)	-6	i	-12	13	2	2	1	-5	-19	x
Cc1ccc(CNCCc2ccccc2F)cc1	-4	i	0	4	0	1	6	3	-3	3.1
Cc1ccc(-n2c(O)c(C=NC3CCS(=O)(=O)C3)c3ccccc3c2=O)c(C)c1 (stereo unspecified)	-3	-0.7	10	-9	3	-11	-21	-2	-4	1.5
Cc1cc(C)nc(NS(=O)(=O)c2ccc(N/C=C\C(=O)c3ccc(Cl)cc3)cc2)n1	4	i	21	20	6	1	-9	-9	18	x
CCN(c1cccc(C)c1)c1nc2ccsc2c(=O)s1	-11	i	-2	2	-6	5	6	1	-2	x
CCOc1ccc(NC(=S)c2ccc3ccccc3n2)cc1	-3&15	-0.5	0	2	3	3	0	3	26	0.8
CC(C)CCNC(=O)c1ccc(Cl)c(NC(=O)Cc2ccccc2)c1	x	x	-2	x	-10	13	3	x	-8	-1.1

Another view of some results above:
Molecule | PriA SSB inh | Vc quorum ag | VHR inh abs | Yp Topo-I inh | SARS 3CLpro inh | PrPC TRFRET | Rv3671c protease | MazEF act | CCHFV vOTU inh | TcdB GH inh
COc1ccc(Nc2nc(-c3ccccc3)cs2)cc1 | -10 | 1.4 | 43 | -7 | 2 | -5 | 3 | -2 | -2 | x
CCN(c1cccc(C)c1)c1nc2ccsc2c(=O)s1 | -11 | i | -2 | 2 | -6 | 5 | 6 | 1 | -2 | x
Cc1cc(C)cc(N2C(=O)N(c3ccccc3C)C3CS(=O)(=O)CC32)c1 (stereo unspecified) | 3 | 6.7 | 11 | 2 | 6 | -8 | 0 | 3 | -8 | x

(listing goes on)
SMILES	PriA SSB inh	Vc quorum ag	VHR inh abs	Yp Topo-I inh	SARS 3CLpro inh	PrPC TRFRET	Rv3671c protease	MazEF act	CCHFV vOTU inh	TcdB GH inh
CC1(C)Cc2ccccc2C(/C(C#N)=N/O)=N1	x	-0.9	4	4	-1	4	-9	5	-4	3.4
CN(C)S(=O)(=O)N1CCC(Oc2cccc(C(=O)N3CCCCCC3)c2)CC1	2	0.3	2	15	0	0	0	3	-7	0.9
O=C(O)Cn1c(CC(=O)N2CCCC2)nc2ccccc21	4	-1.5	-4	3	-1	-2	8	-5	-19	0.7
COc1ccc(CCNC(=O)C2CCCN(c3nn4c(=O)cc(C)nc4s3)C2)cc1OC (stereo unspecified)	4	1.2	13	3	4	-6	x	0	0	x
COc1ccc(N2CCN(C(=O)CCc3cc(OC)c(OC)c(OC)c3)CC2)cc1	-9	i	-2	-1	0	-5	-1	5	-21	-7.2
O=C(Cc1cccc(NC(=O)C2CCCN(C(=O)c3ccccc3)C2)c1)Nc1ccc(C(=O)N2CCOCC2)cc1 (stereo unspecified)	2	-0.9	x	13	x	7	x	8	-7	1.0
CCN1CCN(c2ccc(NC(=O)c3ccccc3F)cc2Cl)CC1	10	-2.2	29	-14	-2	-10	1	-1	12	-0.4
CCS(=O)(=O)NCC(c1cccnc1)N1CCN(c2ccccc2F)CC1 (stereo unspecified)	-17	i	8	5	4	4	0	1	5	x
CCCCN1C(=O)C(CC(=O)NC2CCCCC2)CC(C(=O)N(CC)CC)=C1C (stereo unspecified)	x	-0.6	x	-5	x	1	x	3	4	-0.6
COc1ccccc1-n1c(SCC(=O)NC(C)(C)C)nc(O)c(Cc2ccccc2)c1=O	-6	x	25	5	-3	-6	3	6	4	x
COc1ccc(-c2nc(C#N)c(N3CCc4ccccc4C3)o2)cc1OC	30	2.1	6	0	-1	11	4	-4	-7	x
CCc1nc2ccc(C(=O)N(CC)CCN(C)C)cn2c1N(CC)CCOC	x	i	x	-5	x	-5	x	x	12	0.0
CCC(=O)NCC(=O)OCC(=O)c1ccccc1	-29	2.0	9	-2	2	-8	-4	-5	4	x
CN(C)c1ccc(/C=N/NC(=S)NCc2ccccc2)cc1	x	i	9	-2	4	3	-1	2	-14	x
CCN(CC(=O)NCCc1ccc(Cl)cc1)Cc1nc2ccccc2c(=O)[nH]1	4	-1.4	12	7	4	7	1	1	11	1.5
C=CCn1c(SCC#N)nnc1-c1ccc2ncccc2c1	-1	-0.8	4	5	0	3	1	11	10	-0.5
CCc1c(O)nc(SCC(=O)NCc2ccco2)[nH]c1=O	2	-0.3	11	5	3	5	-4	8	-5	x
COC(=O)C1=C(COc2ccc(C=O)cc2OC)NC(=O)NC1c1cc(C)ccc1C (stereo unspecified)	7	-0.3	4	9	-6	6	-1	-6	-8	0.1
CCOc1ccc(Nc2oc(-c3ccccc3Cl)nc2C#N)cc1	-2	x	-2	x	0	-4	-8	7	-4	x
Cc1nnc(N/N=C/c2cccc(OCc3ccc(Cl)c(Cl)c3)c2)n1N	x	-0.2	-4	15	-1	5	-68	22	103*	x
CCOC(=O)c1c(N)sc2c(OCC)c(Br)ccc12	-42	-0.4	0	-6	4	-12	2	-7	14	0.0
COc1ccc(CNC(=O)CN(Cc2ccc(Cl)cc2)S(C)(=O)=O)cc1	-13	-0.3	1	10	1	-5	-7	-1	-12	x
O=C1O[C@@H](c2ccc(O)cc2)Cc2cccc(O)c21	1	i	x	1	x	-1	3	5	0	-0.6
CN(C)S(=O)(=O)c1ccc(NC(=O)CN2CCN(C(c3ccccc3)c3ccccc3)CC2)cc1	2	-0.7	6	0	1	6	2	-3	7	x
O=C(/C=C/c1c(Cl)cccc1Cl)NCCc1ccccc1	-8	i	10	20	3	3	2	0	6	x
O=c1c([N+](=O)[O-])c(O)c2cccc3c2n1CCC3	-5	i	26	2	2	-3	3	0	2	1.4
CCC(=O)C1CCCN(C(=O)c2ccc(OC3CCN(C(=O)c4cccnc4)CC3)cc2)C1 (stereo unspecified)	-14	-1.4	43	1	2	-1	9	5	1	0.4
OC(CNc1ccccc1)Cn1ccc2ccccc21 (stereo unspecified)	20	-0.2	2	-11	3	-1	4	9	6	-0.4
COCCNc1nc2c(c(=O)[nH]c(=O)n2C)n1CCCc1ccccc1	-16	0.4	2	-7	1	7	-3	1	3	0.2
CCO[C@H]1OC(C(=O)N2CCOCC2)=C[C@@H](c2ccc(Br)cc2)[C@@H]1CCCO	-6	i	21	-1	3	0	-4	-2	-8	0.7
Cc1ccsc1/C=C(\C(=O)c1ccc(OC(C)C)cc1)c1nc2ccccc2o1	9	-0.4	-11	-5	1	-9	-12	-6	7	0.2
CC(C)(C)OC(=O)C[C@H]1C/C=C\C[C@@H](CC(=O)N[C@@H](CO)Cc2ccccc2)C(=O)NCCOC1=O	-20	0.4	x	-11	x	-3	3	-3	-3	1.7
Cc1cc(O)c(C(C)C)cc1C1(c2cc(C(C)C)c(O)cc2C)OC(=O)c2ccccc21	10	-0.6	35	1	8	25*	-19	5	9	8.7
O=C(CSc1nnc(-c2ccc(S(=O)(=O)N3CCCC3)cc2)o1)NCc1ccccc1	1	-2.9	-8	-4	0	13	1	-14	12	x
Cc1sc2nc(CN3CCOCC3)nc(N3CCOCC3)c2c1C	-16	-0.2	14	-4	-1	3	2	1	1	x
CCOCCC(=O)Nc1ccc2c(c1)c(=O)n(C)n2Cc1cccc(C(F)(F)F)c1	x	-0.4	x	-5	x	-5	x	x	-146	2.1
Cc1ccc(OCCSc2ncccn2)c(C)c1	-26	8.3	-15	16	-2	5	x	-6	9	2.2
CC(C)Cn1cnc2c(=O)oc3ccccc3c21	-9	1.5	29	-3	-2	-4	-3	-18	13	x
CC(C)N=C1SCC(C)(/C=N/O)S1 (stereo unspecified)	x	i	-2	3	2	-6	2	-3	-7	x
CC(Cc1ccccc1)N1C(=O)c2cccc([N+](=O)[O-])c2C1=O (stereo unspecified)	14	-0.4	-2	6	3	6	-5	0	12	0.8
COc1cc(-n2nnnc2SC)c(OC)cc1Cl	1	-1.6	33	0	0	-7	0	-5	7	6.7
O=C(CNC(=O)c1ccc(-c2ccccc2)cc1)OCc1ccc(Br)cc1	-23	i	39	6	3	11	x	-11	-5	-1.0
CCOC(=O)CSc1nc2cc(OCC)ccc2cc1C#N	-12	1.6	-8	5	1	-4	-11	20	8	0.4
CN1CCN(C(=O)Nc2cccc(-c3ccccc3)c2)CC1	-8	i	32	8	3	-8	1	-17	-8	1.2
CCCc1nnc(SCC(=O)Nc2ccc(Cl)cc2Cl)o1	1	i	7	1	-4	-3	-7	5	3	0.1

Sorted by molecular weight (ascending): some entries from above
SMILES	PriA SSB inh	Vc quorum ag	VHR inh abs	Yp Topo-I inh	SARS 3CLpro inh	PrPC TRFRET	Rv3671c protease	MazEF act	CCHFV vOTU inh	TcdB GH inh
COc1ccc(Nc2nc(-c3ccccc3)cs2)cc1	-10	1.4	43	-7	2	-5	3	-2	-2	x
CCc1nc2ccc(C(=O)N(CC)CCN(C)C)cn2c1N(CC)CCOC	x	i	x	-5	x	-5	x	x	12	0.0
CCO[C@H]1OC(C(=O)N2CCOCC2)=C[C@@H](c2ccc(Br)cc2)[C@@H]1CCCO	-6	i	21	-1	3	0	-4	-2	-8	0.7

Other entries:
SMILES	PriA SSB inh	Vc quorum ag	VHR inh abs	Yp Topo-I inh	SARS 3CLpro inh	PrPC TRFRET	Rv3671c protease	MazEF act	CCHFV vOTU inh	TcdB GH inh
CCN(CC)CCNC(=O)c1ccc(NC(=O)c2cccc(S(=O)(=O)Nc3ccc(C)cc3)c2)cc1	8	-0.3	29	-19	-2	15	-16	27	-14	0.1
Cc1nc(Nc2c(Cl)cccc2Cl)sc1C(=O)Nc1ccccc1	15	i	-1	1	6	10	6	6	6	-2.1
CC(NC(=O)Cn1nc(C(=O)O)c2ccccc2c1=O)C12CC3CC(CC(C3)C1)C2 (stereo unspecified)	-9	-0.2	29	34	-4	6	1	9	12	2.4
COc1ccc2nc3cc(Cl)ccc3c(Nc3ccc(O)c(CN4CCN(C)CC4)c3)c2c1	1	i	x	-64	x	-20	x	-12	-3	-25
CCOC(=O)C1CCCN(C(=O)c2cc(S(=O)(=O)N3CCCCCC3)ccc2OC)C1 (stereo unspecified)	5	i	x	0	x	-1	4	6	10	1.4
COc1cccc(NC(=O)COC(=O)c2cccnc2)c1	-30	-0.4	14	-5	-8	0	-6	5	0	x
O=C(C1=C(O)C(=O)N(c2ccccc2)C1c1ccc([N+](=O)[O-])cc1)c1cccs1 (stereo unspecified)	-1	4.3	12	2	7	2	-5	4	1	0.8

Screens (PubChem BioAssay)

An excerpt, so the mix of outcomes need not match the whole.
